Compound activity from PubChem BioAssay.
MBNL1 CUG block = blocks human MBNL1 binding to CUG repeat RNA; Q9NR56; TR-FRET MBNL1-His/biotin-(CUG)12 binding, 665/545 ratio; Potency, µM (highest dose often 57.5 µM), without a hit: at the highest dose activity change, negative = inhibition, usual class: inhibitors; 0.036% of 280,000 active; AID 2675; active = well fitted inhibition curve with a large enough effect in the signal ratio, with a control signal flat, not every such curve was filed as active; inconclusive = small, poorly fitted or top-dose-only effect, or effect the other way, or a change in a side signal; inactive = no such curve, though single readings can be large or run the other way; the % refers to the signal ratio; also: potency is read from the fitted curve at half-maximal effect; % is scaled to controls: 0 for no effect and ±100 for the full control effect
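TR-FRET readout: Ex 340 nm, 665/545 nm emission ratio, normalized to buffer-only (basal) and MBNL1-(CUG)12 controls. Complex of MBNL1-His with Biotin-(CUG)12, compounds 92 nM–58 uM, incubated 60 min at room temperature.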
S-ASM inh = inhibitors of human secretory acid sphingomyelinase. P17405. Potency, µM (titrated, usually from 57.5 µM), without a hit: at the highest dose activity change, negative = inhibition, actives largely listed as inhibitors. 0.006% of 340,000 active. placental ASM, HMU-PC fluorogenic substrate, 60 min; also: potency is read from the fitted curve at half-maximal effect
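Human placenta-derived ASM enzyme was preincubated with compound for 10 minutes at room temperature, then given fluorogenic substrate HMU-PC0 (9 uM final) for 60 minutes at 37 °C; a pH 10 stop preceded fluorescence reading at Ex 386/Em 447 nm.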
KCNH2 WT inh = inhibitors of human wildtype KCNH2 potassium channel. U2OS, BacMam KCNH2, thallium flux FluxOr; active compounds read low. activity change, % at 1.84 µM. 0.37% of 340,000 active. AID 720551;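 active = maximum activity change below -70%; inconclusive = maximum activity change between -70% and -50%; inactive = maximum activity change above -50%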; also: % is scaled to controls: 0 for no effect and ±100 for the full control effect
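U2OS cells were transduced with wild-type KCNH2 virus (2.03 x 10^8 / mL) for 4 h at room temperature, then cultured overnight at 37 C. Thallium flux was read with FluxOr dye. Rate constants were normalized to DMSO controls.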
Chronic BCR inh = blocks chronic active B-cell receptor signaling; ABC-DLBCL IkBa-CBG/CBR reporter, luminescence ratio, 4 h; Potency, µM (highest dose often 46.1 µM), for the others: at the top dose ratio change, negative = lower green/red ratio, actives largely listed as inhibitors; 0.05% of 340,000 active; AID 493014; active = well fitted inhibition curve with a large enough effect in the signal ratio, with a control signal flat, not every such curve was filed as active; inconclusive = small, poorly fitted or top-dose-only effect, or effect the other way, or a change in a side signal; the % refers to the signal ratio;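 also: potency is read from the fitted curve at half-maximal effect; plate controls were basal doxycycline-induced cells for no effect and cells given 10 µM MG132 for full effect; MG132 reads +100%, hits lower the ratio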
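Compounds up to 46 uM were incubated four hours with TMD8 cells whose green CBG68 luciferase is fused to IkappaBalpha; red CBR luminescence normalised the signal, and concentration-effect curves were fitted to fusion, red and ratio data.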
Eya2 inh = Eya2 (human) phosphatase inhibition. O00167. recombinant Eya2, OMFP fluorescence dephosphorylation (OMFP is methylfluorescein phosphate). Potency, µM (titrated, usually from 76.9 µM), without a hit: at the highest dose activity, negative = inhibition, actives largely listed as inhibitors. 0.006% of 330,000 active; also: potency is read from the fitted curve at half-maximal effect; % is scaled to controls: 0 for no effect and ±100 for the full control effect
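Eya2 protein (added as 0.2 uM solution) was preincubated with compound for 10 min at ambient temperature in 50 mM HEPES pH 7.5, 50 mM NaCl, 5 uM MgCl2, 0.05% BSA, 1 mM DTT. OMFP (added at 50 uM) then reacted 10 min; fluorescence read at 485/525 nm.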
PKM2 act = PKM2 (human) enzyme activation; purified PKM2, Kinase-Glo ATP luminescence, activation; response scale: 0% is enzyme alone, no compound; 0.34% of 260,000 active; P14618; Potency, µM (series often up to 57.5 µM), inactives show at the highest dose activation, most hits filed as activators; AID 1631; also: potency is read from the fitted curve at half-maximal effect; % is scaled to controls: 0 for no effect and ±100 for the full control effect; nearly all actives have a fitted effect of over 55% in size
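Purified hPK-M2 (>95%) run at intermediate activity with 0.1 mM ADP and 0.5 mM PEP in 50 mM imidazole pH 7.2, KCl, MgCl2; 1 h room temperature. ATP formed read by Kinase-Glo luminescence; normalized to uninhibited and no-enzyme controls.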
Mito fusion yeast = inhibitors of mitochondrial division or activators of mitochondrial fusion | S. cerevisiae fusion-defective mutant growth rescue, CellTiterGlo 48 h | AID 485298 | Potency, µM (series often up to 46.1 µM), without a hit: at the top dose growth rescue (activation), actives largely listed as activators | 0.23% of 320,000 active;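 also: potency is read from the fitted curve at half-maximal effect; % of control where 0% means no effect; nearly all actives have a fitted effect of over 45% in size; temperature-sensitive fusion mutants such as fzo1-1 at 37 °C on non-fermentable ethanol glycerol medium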
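S. cerevisiae fusion-defective temperature-sensitive mutants (e.g. fzo1-1, mgm1-5) grown 48 h at 37C in YPEG (ethanol/glycerol non-fermentable) medium with 23 nl compound per well; growth rescue read as CellTiterGlo luminescence.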
USP2a block = blocks human ubiquitin-specific protease USP2a; O75604; USP2 core, Ub-CHOP2 coupled fluorogenic reporter, 485/531; AID 463254; 0.01% of 330,000 active; Potency, µM (titrated, usually from 38.3 µM), without a hit: top-dose activity change, negative = inhibition, hits mostly inhibitors;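 also: potency is read from the fitted curve at half-maximal effect; plate controls were DMSO wells for no effect and full inhibition by NEM control for full effect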
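Cell-free coupled assay: 10nM USP2 core preincubated 30min RT with compound in Tris-HCl pH 8.0/CaCl2/CHAPS buffer, then 25nM Ub-CHOP2 and 25nM reporter substrate; fluorescence (Ex 485/Em 531) read after 60min RT, normalized to NEM inhibition, concentration-response curves fitted.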
GALK inhibitor = blocks human galactokinase activity. P51570. Purified GALK, Kinase-Glo residual ATP luminescence. Potency, µM (highest dose often 57.5 µM), for inactives: top-dose activity change, negative = inhibition, hits mostly inhibitors. 0.007% of 270,000 active. AID 1868; also: potency is read from the fitted curve at half-maximal effect; % is scaled to controls: 0 for no effect and ±100 for the full control effect
Target sequence (P51570 whole entry, looked up): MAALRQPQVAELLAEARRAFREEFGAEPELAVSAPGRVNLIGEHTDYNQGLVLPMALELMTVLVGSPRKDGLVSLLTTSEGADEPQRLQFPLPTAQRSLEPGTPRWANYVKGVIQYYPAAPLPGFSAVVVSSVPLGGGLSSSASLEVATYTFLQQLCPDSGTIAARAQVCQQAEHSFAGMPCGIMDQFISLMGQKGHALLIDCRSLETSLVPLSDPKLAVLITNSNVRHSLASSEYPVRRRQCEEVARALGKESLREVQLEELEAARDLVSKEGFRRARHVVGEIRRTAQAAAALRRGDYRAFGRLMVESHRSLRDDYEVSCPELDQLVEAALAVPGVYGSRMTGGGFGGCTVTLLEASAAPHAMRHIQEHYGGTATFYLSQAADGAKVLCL
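Kinase-Glo Plus luminescence measured ATP left after a 1 h room-temperature reaction. The reaction used 5 nM GALK, 100 uM galactose and 35 uM ATP at pH 8.0 (20 mM HEPES, 5 mM MgCl2, 60 mM NaCl, 1 mM DTT, 0.01% BSA).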
Menin-MLL TR inh = inhibitors of human menin-MLL interaction, mutant MLL peptide; AID 1768; Menin + Texas Red MLL mutant peptide, fluorescence polarization; Potency, µM (series often up to 61.6 µM), for the others: at the top dose FP activity change, negative = inhibition, usual class: inhibitors; 0.23% of 270,000 active; active = well fitted inhibition curve with a large enough effect in the polarisation, with a control signal flat, not every such curve was filed as active; inconclusive = small, poorly fitted or top-dose-only effect, or effect the other way, or a change in a side signal; inactive = no such curve, though single readings can be large or run the other way; the % refers to the polarisation; also: potency is read from the fitted curve at half-maximal effect; % of control where 0% means no effect; many of its hits are not listed in these tables
Target sequence (O00255 whole entry, looked up): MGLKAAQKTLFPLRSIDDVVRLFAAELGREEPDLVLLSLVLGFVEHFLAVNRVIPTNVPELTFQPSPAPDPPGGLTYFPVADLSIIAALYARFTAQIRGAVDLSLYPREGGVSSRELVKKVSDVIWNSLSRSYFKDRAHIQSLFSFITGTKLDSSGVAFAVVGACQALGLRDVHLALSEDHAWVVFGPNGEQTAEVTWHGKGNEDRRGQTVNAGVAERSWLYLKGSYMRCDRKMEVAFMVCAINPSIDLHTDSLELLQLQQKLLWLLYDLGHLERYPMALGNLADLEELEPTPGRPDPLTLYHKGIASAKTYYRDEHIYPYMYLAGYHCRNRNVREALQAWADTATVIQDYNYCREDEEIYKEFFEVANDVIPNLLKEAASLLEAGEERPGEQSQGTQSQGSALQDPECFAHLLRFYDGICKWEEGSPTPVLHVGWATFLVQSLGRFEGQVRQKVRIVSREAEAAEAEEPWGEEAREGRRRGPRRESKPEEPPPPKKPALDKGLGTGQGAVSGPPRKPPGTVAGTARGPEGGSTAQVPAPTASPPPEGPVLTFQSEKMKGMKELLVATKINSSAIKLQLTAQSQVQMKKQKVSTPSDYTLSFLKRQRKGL
TSHR antagonist = antagonists of human thyroid stimulating hormone receptor; activity change, negative = inhibition, % at 11.5 µM; TSHR-expressing cells, TSH-stimulated cAMP HTRF, 2 h; active compounds read low; 0.2% of 330,000 active; P16473;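 active = activity change below a set negative limit, meaning inhibition stronger than a set level, cut at about -70% in these data; inconclusive = activity change between two set negative limits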; also: % is scaled to controls: 0 for no effect and ±100 for the full control effect
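Read-out is FRET at 665 nm (cryptate excitation 337 nm) from a cryptate-tagged anti-cAMP antibody, competed by cell cAMP against cAMP-d2. Compounds are tested on freshly harvested TSHR cells challenged with 4nM TSH (EC80) for 2 hours at 37 deg C.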
An asterisk follows results filed as active; ? = inconclusive; · = no result given; [ ] = dose if it differs, or a comment. Unless noted, calls follow the shape of the dose curve; as a rule, active = well fitted curve in the direction sought with a large enough effect; inconclusive = small, poorly fitted or top-dose-only effect, or another doubt; inactive = no such curve, though single readings can be large; an effect the other way counts as inactive or inconclusive. These rows are one share of the data. The share of hits here may be higher or lower than overall.

canonical_smiles,MBNL1 CUG block,S-ASM inh,KCNH2 WT inh,Chronic BCR inh,Eya2 inh,PKM2 act,Mito fusion yeast,USP2a block,GALK inhibitor,Menin-MLL TR inh,TSHR antagonist
COc1ccc(N(CC(=O)Nc2ccc(C(C)C)cc2)S(=O)(=O)c2c(C)noc2C)cc1,1%,-2%,1,-10%,0%,·,0%,-1%,-7%,·,-11
CCOC(=O)C1=C(C)NC(C)=C(C(=O)OCC)C1c1ccc(O)cc1,-2%,84%[activator],-19,?,13%,3%,-1%,1%,-3%,-9%,-8
CCc1nnc(NC(=O)CSc2nnc(-c3c[nH]c4ccccc34)n2CC)s1,-12%,-2%,10,?,0%,0%,1%,2%,0%,12%,22
CCOC(=O)[C@H](CCc1ccccc1)N[C@@H](C)C(=O)N1CCC[C@@H]1C(=O)O,·,-1%,1,0%,16%,·,-2%,2%,·,·,-5
Cc1nc(-c2coc3cc(C)c(N=O)c(O)c3/c2=N\N)cs1,?,-2%,13,-2%,10%,14%,0%,1%,7%,-10%,-6
CCN(CC)S(=O)(=O)c1ccc(S(=O)(=O)N2CCCC(C(=O)NC3CC3)C2)cc1 (stereo unspecified),2%,2%,6,6%,12%,·,1%,-1%,0%,-14%,-20
O=C(c1cccc(Br)c1)c1coc2ccc(O)cc12,·,-5%,-7,?,-7%,·,-5%,0%,·,·,-11
O=C(CSc1cccc2cccnc12)Nc1ccc(S(=O)(=O)N2CCOCC2)cc1,?,13%,1,?,10%,25µM*,4%,-1%,11%,·,-4
CSc1ccccc1NC(=O)CN1c2ccccc2CC1C (stereo unspecified),14%,-3%,-1,-1%,2%,0%,?,9%,-2%,·,-7
O=C(COC(=O)C1CCCN1C(=O)c1cccs1)c1ccccc1 (stereo unspecified),-13%,0%,-19,-2%,0%,2%,3%,0%,4%,-17%,5
CCn1c(SCc2nc(CC(=O)Nc3ccccc3OC)no2)nnc1-c1cccs1,-4%,1%,-20,-3%,-3%,-10%,-2%,-1%,-2%,-5%,-3
O=C(COC(=O)CNC(=O)c1ccccc1Cl)NC1CC1,·,4%,4,1%,-1%,·,·,3%,·,·,-2
CCOC(=O)C1=C(c2ccccc2)N(C)C(=O)NC1c1ccc(O)c(OC)c1 (stereo unspecified),7%,-2%,7,?,4%,2%,-1%,0%,0%,4%,9
N#C/C(=N\Nc1ccc(Cl)cc1)C(=N)N1CCCCC1,17%,-21%,4,?,-5%,11%,2%,2%,-1%,?,-9
CCc1ccc(Nc2c([N+](=O)[O-])c(=O)oc3ccccc23)cc1,?,-3%,-5,0%,?,-1%,1%,0%,1%,·,1
COc1cccc(NC(=O)Cn2c(=O)n(-c3cc(OC)c(OC)c(OC)c3)c(=O)c3ccccc32)c1,-1%,3%,-4,1%,1%,-8%,5%,-1%,3%,-16%,16
Cc1ccccc1-c1nc(CS(=O)(=O)CC(=O)NCCCN2CC(C)CC(C)C2)c(C)o1 (stereo unspecified),0%,-5%,13,1%,-5%,·,12%,-1%,-4%,-10%,4
COc1ccccc1N1CCN(C2CCCN(Cc3cccc(O)c3)C2)CC1 (stereo unspecified),1%,-1%,-3,-2%,-6%,-1%,-4%,1%,7%,?,4
Cc1cc2nnc(SCC(=O)NCc3cccs3)n2c2ccccc12,10%,3%,3,·,·,1%,2%,·,0%,-7%,·
Cc1ccc2[nH]ccc(=O)c2c1,1%,7%,·,1%,-2%,-1%,-7%,-1%,·,0%,9
CNc1nc2c3ccccc3n(C(C)=O)c2s1,5%,-3%,-1,7%,13%,-3%,0%,1%,2%,4%,-5
CCN1CCN(C(=O)CN2C(=O)COc3ccc(S(=O)(=O)N4CCOCC4)cc32)CC1,-2%,-1%,6,1%,7%,·,2%,-6%,8%,·,4
COC(=O)c1ccc(CSc2nnc(-c3ccncc3)o2)o1,?,3%,0,-5%,-2%,14%,-6%,6%,3%,8%,-3
COCC(C)n1c(SCc2cc(C(=O)OC)c(C)o2)nc2ccccc2c1=O (stereo unspecified),-11%,-3%,-7,0%,-2%,-2%,8%,-1%,-2%,·,-3
COc1ccc(-c2nc(C)c(C(C)=O)n2O)cc1[N+](=O)[O-],?,-2%,1,?,-21%,·,-12%,1%,8%,7%,-2
Cc1c(N2CCCC2)cc2c(c1NC(=O)c1ccccc1Cl)C(C)(C)CC2(C)C,2%,6%,-4,?,-11%,-1%,-1%,-1%,3%,?,-21
CCCS(=O)(=O)N1CCC(C(=O)NCCCOCC)CC1,-9%,5%,2,3%,-21%,-2%,2%,-1%,0%,18%,21
Cc1ccc2nc(C3CCN(CC(=O)Nc4ccc5c(c4)OCCO5)CC3)[nH]c2c1,-6%,2%,29,-3%,-3%,-5%,-1%,0%,1%,9%,5
C/C(=N\NC(=O)c1cccs1)c1ccc2c(c1)OCO2,7%,-2%,1,?,3%,2%,-3%,0%,13%,2%,-4
CCC(=O)NNc1nc2c(C)cccc2s1,-1%,-1%,-1,-7%,6%,6%,-3%,3%,1%,1%,8

Three compounds picked at random from the list so far, as already listed:
canonical_smiles,MBNL1 CUG block,S-ASM inh,KCNH2 WT inh,Chronic BCR inh,Eya2 inh,PKM2 act,Mito fusion yeast,USP2a block,GALK inhibitor,Menin-MLL TR inh,TSHR antagonist
CCc1ccc(Nc2c([N+](=O)[O-])c(=O)oc3ccccc23)cc1,?,-3%,-5,0%,?,-1%,1%,0%,1%,·,1
CCN(CC)S(=O)(=O)c1ccc(S(=O)(=O)N2CCCC(C(=O)NC3CC3)C2)cc1 (stereo unspecified),2%,2%,6,6%,12%,·,1%,-1%,0%,-14%,-20
COc1ccc(N(CC(=O)Nc2ccc(C(C)C)cc2)S(=O)(=O)c2c(C)noc2C)cc1,1%,-2%,1,-10%,0%,·,0%,-1%,-7%,·,-11

The list continues.
canonical_smiles,MBNL1 CUG block,S-ASM inh,KCNH2 WT inh,Chronic BCR inh,Eya2 inh,PKM2 act,Mito fusion yeast,USP2a block,GALK inhibitor,Menin-MLL TR inh,TSHR antagonist
COc1ccc(-c2csc3ncnc(Oc4cccc5ccc(C)nc45)c23)cc1,-6%,-13%,-5,?,-17%,1%,21%,2%,-2%,-1%,-37
O=C(Cc1ccccc1Cl)N1CCOCC1,6%,0%,-20,-6%,-4%,-2%,0%,3%,0%,12%,4
O=C(COC(=O)/C=C/c1ccc(C(F)(F)F)cc1)NCC1CCCCC1,·,0%,-3,-2%,-8%,·,2%,2%,·,·,-12
CCN(Cc1nc2cc(Cl)ccc2c(=O)[nH]1)C(=O)c1ccc(C)c(NC(=O)c2ccco2)c1,·,-1%,2,7%,17%,·,0%,0%,·,·,-7
Cc1nc(SCC(=O)c2c[nH]c3ccccc23)n[nH]1,1%,-1%,6,-10%,3%,8%,1%,4%,1%,-6%,-3
